# Screens from PubChem.
# Tb PFK inh: qHTS Assay to Find Inhibitors of T. brucei phosphofructokinase; Potency, µM (highest dose often 57.5 µM), without a hit: top-dose activity, negative = inhibition, hits mostly inhibitors; AID 485367, 2010; actives 0.17% (n = 330,000); T. brucei PFK, ADP-Glo luminescence;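 note: potency is the fitted concentration of half-maximal effect; 0% = uninhibited 1x PFK enzyme wells and -100% = no-enzyme wells; nearly all actives have a fitted effect of over 60% in size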
# Target sequence (O15648 whole entry, looked up): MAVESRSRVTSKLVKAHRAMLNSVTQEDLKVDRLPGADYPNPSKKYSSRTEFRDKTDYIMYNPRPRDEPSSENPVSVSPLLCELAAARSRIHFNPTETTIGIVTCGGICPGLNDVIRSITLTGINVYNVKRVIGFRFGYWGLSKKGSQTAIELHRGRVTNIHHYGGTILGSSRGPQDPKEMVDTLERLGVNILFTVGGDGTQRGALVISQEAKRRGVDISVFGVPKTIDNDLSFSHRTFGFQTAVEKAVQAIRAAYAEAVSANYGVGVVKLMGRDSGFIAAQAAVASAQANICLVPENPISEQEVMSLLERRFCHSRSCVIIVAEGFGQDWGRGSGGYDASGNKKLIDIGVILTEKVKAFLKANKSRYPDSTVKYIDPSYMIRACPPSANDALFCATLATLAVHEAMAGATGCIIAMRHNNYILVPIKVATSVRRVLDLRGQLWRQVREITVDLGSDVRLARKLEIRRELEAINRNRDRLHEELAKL
#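 1.25 nM PFK with 0.5 mM F6P and 0.1 mM ATP in 0.1 M TEA pH 8.0, 5 mM MgCl2, incubated 45 min at room temperature; ADP measured by ADP-Glo luminescence; compounds titrated up to 57 uM.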
# FBPA coupling cs: qHTS Assay for Inhibitors of Fructose-1,6-bisphosphate Aldolase from Giardia Lamblia: Coupling assay counterscreen; actives 0.67% (n = 290,000); coupling enzyme system counterscreen, AmpLite Red fluorescence; AID 2472, 2010; activity change, negative = inhibition, % at 58.2 µM, hits read low; in the data active = activity change below about -30%; note: % is set by controls: 0 for no effect and ±100 for the full control effect
#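 Counterscreen lacking aldolase: glyceraldehyde-3-phosphate coupling-enzyme reagent preincubated 10 min at RT with compound (at 57.5 uM final), then substrate/coupling system with AmpLite Red added; fluorescence read at 525/598 nm after 20 min RT.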
# TSHR antagonist: Antagonists of the Thyroid Stimulating Hormone Receptor: HTS campaign; Thyrotropin receptor (Homo sapiens), P16473; TSHR-expressing cells, TSH-stimulated cAMP HTRF, 2 h; hits give low values; activity change, negative = inhibition, % at 11.5 µM; actives 0.2% (n = 330,000); AID 504810, 2011;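 active = activity change below a set negative limit, meaning inhibition stronger than a set level, cut at about -70% in these data; inconclusive = activity change between two set negative limits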; note: % is set by controls: 0 for no effect and ±100 for the full control effect
#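 Read-out is FRET at 665 nm (cryptate excitation 337 nm) from a cryptate-tagged anti-cAMP antibody, competed by cell cAMP against cAMP-d2. Compounds are tested on freshly harvested TSHR cells challenged with 4nM TSH (EC80) for 2 hours at 37 deg C.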
# TCR activator: Activators of T cell receptors: qHTS campaign; primary human leukocytes, anti-CD3, IL-2 HTRF, 48 h; Potency, µM (top dose mostly 9.22 µM), for inactives: at the top dose activation of IL-2 secretion, usual class: activators; 330,000 tested, under 10 active; note: % of control where 0% means no effect
#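 Activity was scored as IL-2 release from primary human leukocytes given only a TCR signal (a-CD3 beads) plus compound for 48 hr. Detection used a two-antibody HTRF format read at 665nm.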
# hERG WT inh: qHTS for Inhibitors of KCHN2 3.1: Wildtype qHTS | Voltage-gated inwardly rectifying potassium channel KCNH2 (Homo sapiens), Q12809 | U2OS, BacMam KCNH2, thallium flux FluxOr; hits give low values | activity change, % at 1.84 µM | actives 0.37% (n = 340,000) | AID 720551, 2013;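 active = maximum activity change below -70%; inconclusive = maximum activity change between -70% and -50%; inactive = maximum activity change above -50%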; note: % is set by controls: 0 for no effect and ±100 for the full control effect
#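 U2OS cells were transduced with wild-type KCNH2 virus (2.03 x 10^8 / mL) for 4 h at room temperature, then cultured overnight at 37 C. Thallium flux was read with FluxOr dye. Rate constants were normalized to DMSO controls.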
# Giardia killer: Small Molecules that selectively kill Giardia lamblia: qHTS | activity change, % at 7.66 µM, hits read low | Giardia lamblia trophozoite viability | actives 0.15% (n = 340,000); in the data active = activity change below about -80%; inconclusive = between about -30% and that limit;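 note: parasites exposed to compound for two days anaerobically before the ATP read; % is set by controls: 0 for no effect and ±100 for the full control effect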
#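 Luminescent ATP signal served as the viability read-out, measured 15-30 min after adding ATP detection reagent to trophozoites that had been incubated with compounds for 48 hrs at 37 deg C anaerobically at 100 cells/well.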
# MLL CXXC-DNA inh: qHTS Fluorescence Polarization Assay for Inhibitors of MLL CXXC domain - DNA interaction. Histone-lysine N-methyltransferase 2A (Homo sapiens), Q03164. MLL-CXXC / FITC-HOXA9 DNA fluorescence polarization. Potency, µM (top dose mostly 115 µM), for inactives: at the highest dose activity change, negative = inhibition, most hits filed as inhibitors. actives 0.037% (n = 290,000); active = well fitted inhibition curve with a large enough effect in the polarisation, with a control signal flat, not every such curve was filed as active; inconclusive = small, poorly fitted or top-dose-only effect, or effect the other way, or a change in a side signal; inactive = no such curve, though single readings can be large or run the other way; the % refers to the polarisation; note: potency is the fitted concentration of half-maximal effect
#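 Steps: dispense CXXC domain solution (7 uM) → pin compounds or unlabeled HOX-A9 DNA control → 5 min ambient → add FLSN-HOX-A9 solution (50 nM) → spin → 30 min ambient → fluorescence polarization. Tris pH 7.5/NaCl/DTT/BSA buffer.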
# A-T KAP1 phos: qHTS Assay for Identifying a Potential Treatment of Ataxia-Telangiectasia; Potency, µM (highest dose often 57.5 µM), inactives show at the highest dose activation, usual class: activators; AID 485349, 2010; […] A-T fibroblasts, KAP-1 phosphorylation AlphaLISA; neocarzinostatin DNA damage 30 min before lysis; actives 0.19% (n = 320,000); note: potency is the fitted concentration of half-maximal effect; % of control where 0% means no effect; nearly all actives have a fitted effect of over 45% in size
#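 hTERT-immortalized A-T patient fibroblasts ([…]), 500 cells/well in OPTI-MEM, 1% FBS, got compounds for 60 min, then NCS for 30 min at 37C. Lysates were then assayed for phospho-KAP-1 by AlphaLISA (anti-pKAP1 donor, anti-KAP1 acceptor beads), 6 hr at 25C.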
# GALK inh: qHTS Assay for Inhibitors of Human Galactokinase (GALK). Purified GALK, Kinase-Glo residual ATP luminescence. Potency, µM (titrated, usually from 57.5 µM), for inactives: at the top dose activity change, negative = inhibition, usual class: inhibitors. actives 0.007% (n = 270,000); note: potency is the fitted concentration of half-maximal effect; % is set by controls: 0 for no effect and ±100 for the full control effect
# Target sequence (P51570 whole entry, looked up): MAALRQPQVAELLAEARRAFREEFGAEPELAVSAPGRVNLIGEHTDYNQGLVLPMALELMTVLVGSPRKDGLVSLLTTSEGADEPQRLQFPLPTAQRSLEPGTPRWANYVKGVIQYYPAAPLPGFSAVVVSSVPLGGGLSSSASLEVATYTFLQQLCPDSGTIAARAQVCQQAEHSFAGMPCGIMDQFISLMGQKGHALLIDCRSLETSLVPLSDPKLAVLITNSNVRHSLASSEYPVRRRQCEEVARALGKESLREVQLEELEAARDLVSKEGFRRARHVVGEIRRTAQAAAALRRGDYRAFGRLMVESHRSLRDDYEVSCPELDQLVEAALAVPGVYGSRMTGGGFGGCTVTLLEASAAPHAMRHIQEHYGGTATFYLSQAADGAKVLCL
#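 ATP-depletion format; final 35 uM ATP, 100 uM D-galactose, 5 nM enzyme; pH 8.0 HEPES/Mg2+ buffer; 60 min RT; luminescence read 10 min after detection reagent.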
# Chronic BCR inh: qHTS Assay to Find Inhibitors of Chronic Active B-Cell Receptor Signaling; ABC-DLBCL IkBa-CBG/CBR reporter, luminescence ratio, 4 h; Potency, µM (series often up to 46.1 µM), without a hit: at the highest dose ratio change, negative = lower green/red ratio, hits mostly inhibitors; actives 0.05% (n = 340,000); active = well fitted inhibition curve with a large enough effect in the signal ratio, with a control signal flat, not every such curve was filed as active; inconclusive = small, poorly fitted or top-dose-only effect, or effect the other way, or a change in a side signal; the % refers to the signal ratio;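 note: potency is the fitted concentration of half-maximal effect; plate controls were basal doxycycline-induced cells for no effect and cells given 10 µM MG132 for full effect; MG132 reads +100%, hits lower the ratio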
#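 Cell line TMD8 (human ABC DLBCL), stably expressing tet-inducible CBG68-IkBa fusion and CBR; IMDM/0.5% FBS; cpd up to 46 uM; dox induction, 4 h, 37C/5% CO2; dual luminescence; green/red ratio; MG132 control.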
# * = called active by the depositor; ? = inconclusive; · = not tested or not shown; [ ] = dose if it differs, or a comment. Unless noted, calls come from the whole dose curve; as a rule, active = well fitted curve in the direction sought with a large enough effect; inconclusive = small, poorly fitted or top-dose-only effect, or another doubt; inactive = no such curve, though single readings can be large; an effect the other way counts as inactive or inconclusive.
SMILES,Tb PFK inh,FBPA coupling cs,TSHR antagonist,TCR activator,hERG WT inh,Giardia killer,MLL CXXC-DNA inh,A-T KAP1 phos,GALK inh,Chronic BCR inh
CCOC(=O)c1cn(Cc2c(C)c(C)c(C)c(C)c2C)nn1,0%,7,-14,1%[46.1 µM],2,-22,8%,-17%,-2%,-3%
Cc1ccc(Cl)c(OCC(=O)OCC(=O)NC2CCCc3ccccc32)c1 (stereo not given),0%,5,0,-5%[46.1 µM],-4,-1,-12%,3%,-2%,2%
COc1ccc(C(=O)Cc2cc(OC)c(OC)cc2[N+](=O)[O-])c(OC)c1,-1%,6,2,·,-4,-13,12%,2%,1%,1%
C[C@]12C(=O)N(c3ccc(Br)cc3)C(=O)N1[C@H]1c3ccccc3OC[C@@H]1[C@H]2c1ccccc1,-2%,·,-33,3%,-6,27,·,-1%,·,3%
O=C(c1ccc(F)cc1)N1CCC(C(=O)N2CCN(S(=O)(=O)c3ccccc3Br)CC2)CC1,-2%,·,-14,-5%,-5,-6,·,2%,·,-10%
CCN(CC)C(=O)CCCc1c[nH]c2ccccc12,3%,2,-2,6%,5,-12,4%,-3%,2%,-9%
COc1ccc(OCC(=O)N2CCN(C(=O)COc3ccc(Br)cc3)CC2)cc1,-7%,1,4,-6%,-9,-10,-1%,1%,0%,10%
Cc1ccc(C(=O)c2cnc3ccccc3c2-c2ccccc2)cc1,1%,·,1,-1%,-19,-7,3%,3%,-4%,?
C=CCNC(=O)/C(=C\c1ccc(OC)cc1)NC(=O)c1ccc([N+](=O)[O-])cc1,7%,0,26,-7%,9,9,-1%,-5%,7%,-13%
C=C(C)C1Cc2nc(N)nc(C)c2C1 (stereo not given),1%,3,3,3%,8,-24,-8%,-8%,-4%,-1%
O=C(NCCC1CCCCN1S(=O)(=O)c1ccccc1)C(=O)NC1CC1 (stereo not given),-4%,·,1,-5%,6,9,·,15%,·,4%
COc1ccc(C(=O)N2CCN(C3CCC(c4ccccc4)CC3)CC2)cc1OC (stereo not given),-1%,1,4,0%,-5,1,-6%,1%,3%,-3%
CSc1ccc(/C=N\NC(=O)CC(=O)NC(C)C)cc1,0%,3,3,-8%,2,24,-5%,4%[11.5 µM],1%,9%
CCc1ccc2c(c1)C1(SC(NC(C)=O)=NN1C(C)=O)C(=O)N2C(C)C (stereo not given),2%,2,-4,-2%,-4,-14,3%,4%,2%,4%
CCN(CC)S(=O)(=O)c1ccc(Cl)c(NC(=S)NC(=O)C2CCCC2)c1,8%,·,-32,-6%,-2,14,·,7%,·,?
CC1(C)C(N(O)C(=O)Nc2ccc(Cl)cc2)N(c2ccc(Cl)cc2)C(=O)N1CC(=O)NN (stereo not given),-3%,-1,11,-4%,3,10,-13%,-7%,-1%,?
CSc1nc(NS(=O)(=O)c2cc(Br)ccc2Br)cc(=O)[nH]1,2%,-1,-32,-2%,2,0,-3%,4%,0%,-1%
COc1ccc(-n2nc3c(c2NC(=O)CCCl)CSC3)cc1,-3%,2,8,-1%,-13,-6,0%,17%,·,0%
O=[N+]([O-])c1ccc(Oc2cc(NC3CCCCCCC3)c([N+](=O)[O-])cc2[N+](=O)[O-])cc1,-11%,0,21,4%,-3,-15,-6%,-3%,·,-19%
O=C(CCN1CCc2ccccc2C1)c1ccc2c(c1)OCCO2,-9%,-9,-17,0%,-17,1,17%,-18%,2%,?
COc1ccc(/C=C/c2nc3ccccc3c(=O)n2-c2cccc(C(=O)O)c2)cc1,12%,4,-12,-5%,11,-15,-3%,-5%,-8%,2%
Cc1c(C)n(O)c2ccc3nonc3c12,-4%,-24,10,-4%,4,-15,10%,-11%,3%,2%
COc1ccc(/C=C2\SC(=O)N(CCC(=O)N3CCCCC3)C2=O)cc1OC,-1%,-2,3,-2%,2,-10,1%,-8%,5%,?
COC(=O)c1c(NC(=O)c2ccccc2)sc2c1CC(C)(C)OC2,-2%,-3,-1,-1%,-3,1,7%,-2%,-1%,17%

# 4 compounds from above, reduced to A-T KAP1 phos.
Compound | A-T KAP1 phos
COc1ccc(C(=O)N2CCN(C3CCC(c4ccccc4)CC3)CC2)cc1OC (stereo not given) | 1%
CSc1ccc(/C=N\NC(=O)CC(=O)NC(C)C)cc1 | 4%[11.5 µM]
CCc1ccc2c(c1)C1(SC(NC(C)=O)=NN1C(C)=O)C(=O)N2C(C)C (stereo not given) | 4%
CCN(CC)S(=O)(=O)c1ccc(Cl)c(NC(=S)NC(=O)C2CCCC2)c1 | 7%

# (continued)
SMILES,Tb PFK inh,FBPA coupling cs,TSHR antagonist,TCR activator,hERG WT inh,Giardia killer,MLL CXXC-DNA inh,A-T KAP1 phos,GALK inh,Chronic BCR inh
Cc1cccc(N2CCN(S(=O)(=O)c3ccc(Cl)nc3)CC2C)c1 (stereo not given),-4%,·,-12,-4%,1,-3,·,10%,·,?
COC(=O)CCc1nc2c(C#N)c(-c3ccc(Cl)cc3)ccn2n1,0%,0,-14,-3%,5,-24,9%,1%,1%,5%
C/C(=N\NS(=O)(=O)c1ccc(C)c([N+](=O)[O-])c1)c1ccc2c(c1)OCO2,5%,-1,8,7%,2,-7,1%,-2%,2%,2%
O=C(NCC1CCCCC1)c1ccc(=O)[nH]c1,-4%,1,10,-7%,-2,-13,2%,-3%,1%,3%
CN(Cc1ccccc1)C(=O)c1ccccc1Br,3%,-1,2,-2%[46.1 µM],0,1,-2%,1%,2%,0%
CC(=O)Nc1ccc(-c2c(C)cc3oc(=O)cc(-c4ccccc4)c3c2C)cc1,0%,10,-15,4%[46.1 µM],-8,23,·,26%,·,-7%
CC(C)CN(C(=O)CSc1nc(N)cc(N)n1)C1CCS(=O)(=O)C1 (stereo not given),-6%,·,2,5%[46.1 µM],-5,-14,·,9%,·,1%
COC(=O)c1c(NS(=O)(=O)c2ccc3ccccc3c2)sc2c1CCCC2,1%,13,4,-2%,-23,-2,-3%,·,2%,-4%
CCCCC(=O)Nc1cccc(-c2cn3ccsc3n2)c1,1%,0,-8,2%,10,9,-3%,4%,-1%,?
COc1cc(OC)c2nc(C)c3c(c2c1)N(c1ccc(O)cc1)CC3,-1%,-11,1,1%,4,-6,?,0%,-1%,5%
COc1ccccc1NC(=S)N1CCOCC1,-2%,-2,-5,10%[46.1 µM],1,7,-1%,7%,0%,2%
CC[C@@H](C)[C@H](NC(=O)OCc1ccccc1)c1nnc([C@@H](NC(=O)OCc2ccccc2)[C@@H](C)CC)o1,-7%,-5,-1,-10%,5,-6,8%,-10%,-2%,-4%
COC(=O)c1sc(=S)n(-c2cccc(Cl)c2)c1N,-1%,2,2,1%,8,1,3%,4%,-2%,?
Cc1ccc2cc(CN(c3cccc(C)c3C)S(=O)(=O)c3ccccc3)c(=O)[nH]c2c1,0%,-12,6,-5%,6,14,18%,8%,8%,-5%
CCN1CCc2nc3ccccc3c(C(=O)Nc3ccc(F)cc3)c2C1,0%,1,-1,-2%,?,1,28%,2%,2%,-1%
C=CCn1c(-c2ccc(=O)n(Cc3ccccc3)c2)n[nH]c1=S,-1%,0,-12,·,·,·,26%,2%,0%,2%
CCNC(=S)N1CCN(S(=O)(=O)c2ccccc2C(F)(F)F)CC1,-3%,4,-8,6%,2,-4,-3%,0%,1%,-1%

# Sorted by value in GALK inh (ascending): 3 from the list above.
SMILES	GALK inh
COC(=O)c1sc(=S)n(-c2cccc(Cl)c2)c1N	-2%
CCN1CCc2nc3ccccc3c(C(=O)Nc3ccc(F)cc3)c2C1	2%
Cc1ccc2cc(CN(c3cccc(C)c3C)S(=O)(=O)c3ccccc3)c(=O)[nH]c2c1	8%
